MT1-MMP act inh: blocks activation of human MT1-MMP; GFP/RFP ratio change, % at 20 µM; 0.061% of 360,000 active; P50281; HT1080 RFP-PRO-GFP cells, GFP/RFP ratio fluorescence, overnight; percent of plate control window, DMSO zero;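 active = GFP/RFP ratio change of at least 30% with cell ATP level not reduced by more than half and red fluorescence within 50% of control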; also: strong numbers were not always called active
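Material – HT1080 RFP-PRO-GFP cells · Control set – DMSO wells and RFP-L50D-GFP cells · Incubation – overnight cell settling, then overnight compound exposure, 37 °C, 5% CO2 · Compound dosing – single-point 20 µM compound, 1% DMSO · Read-out – GFP/RFP fluorescence ratio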
SKN-1 inh: inhibitors of C. elegans SKN-1. C. elegans VP596 Pgst-4::GFP/RFP ratio, acrylamide-induced, 24 h. inhibition, % at 21.8 µM. 0.49% of 360,000 active. AID 624304;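 active = interference check ratio from 0.5 to 1.5 plus GFP to RFP signal ratio inhibition reaching or exceeding a fixed threshold, cut at about 30% in these data, passing the limit was not always enough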; also: some compounds called inactive have numbers as strong as hits
E coli Lon inh: inhibitors of E. coli Lon protease | P0A9M0 | purified E. coli Lon protease, fluorescence polarization | inhibition, % at 7.94 µM | 0.42% of 360,000 active; in the data active = inhibition above about 13%, passing the limit was not always enough;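 also: 0% = enzyme with probe and DMSO and 100% = no enzyme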
Target sequence (P0A9M0 whole entry, looked up): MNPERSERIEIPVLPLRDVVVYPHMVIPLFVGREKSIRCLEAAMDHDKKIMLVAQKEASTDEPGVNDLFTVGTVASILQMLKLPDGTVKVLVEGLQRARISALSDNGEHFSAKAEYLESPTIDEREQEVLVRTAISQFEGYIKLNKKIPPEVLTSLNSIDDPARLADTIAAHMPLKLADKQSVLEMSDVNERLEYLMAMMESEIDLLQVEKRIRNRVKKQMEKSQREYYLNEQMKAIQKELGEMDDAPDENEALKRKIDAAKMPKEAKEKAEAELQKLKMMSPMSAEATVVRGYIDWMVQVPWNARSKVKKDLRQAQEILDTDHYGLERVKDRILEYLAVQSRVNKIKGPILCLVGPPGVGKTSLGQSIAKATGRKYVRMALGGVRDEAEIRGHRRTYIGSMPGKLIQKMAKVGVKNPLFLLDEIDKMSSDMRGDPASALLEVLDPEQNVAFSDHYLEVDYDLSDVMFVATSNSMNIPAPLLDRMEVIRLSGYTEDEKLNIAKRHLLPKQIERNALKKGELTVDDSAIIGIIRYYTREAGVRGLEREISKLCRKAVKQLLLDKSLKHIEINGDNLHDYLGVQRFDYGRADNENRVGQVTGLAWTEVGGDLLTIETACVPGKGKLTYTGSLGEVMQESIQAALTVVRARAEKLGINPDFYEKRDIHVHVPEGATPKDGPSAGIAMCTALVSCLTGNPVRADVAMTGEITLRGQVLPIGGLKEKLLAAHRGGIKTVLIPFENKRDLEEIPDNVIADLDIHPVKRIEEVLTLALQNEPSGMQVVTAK
MsrA inh: inhibitors of bovine MsrA; inhibition, % at 15.5 µM; 0.75% of 360,000 active; purified bovine MsrA, absorbance read-out; in the data active = inhibition above about 4.5%;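 also: 0% = vehicle wells with enzyme and 100% = reference inhibitor wells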
MLLE-PAM2 inh: blocks PAM2 peptide binding to the PABP1 MLLE domain | P11940 | GST-MLLE / FITC-PAM2 fluorescence polarization | inhibition, % at 20 µM | 0.36% of 360,000 active | AID 588489; in the data active = inhibition above about 35%, passing the limit was not always enough;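 also: plate controls were DMSO wells with GST-MLLE for no effect and wells lacking GST-MLLE protein for full effect; some results filed as inactive read as strong as hits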
TbMetRS inhib: Trypanosoma brucei MetRS inhibition; purified T. brucei MetRS, ATP depletion, Kinase-Glo luminescence; inhibition, % at 11.9 µM; 0.4% of 360,000 active;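 active = inhibition above a per-plate cutoff of the control wells' mean inhibition plus 3 SD, cut at about 5.5% in these data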;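 also: 0% = DMSO wells median and 100% = median of wells with control inhibitor compound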
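technique = Kinase-Glo luminescence, ATP depletion format | system = purified MetRS (methionyl-tRNA synthetase) enzyme from Trypanosoma brucei | timing = 15 min preincubation, 2 h reaction, all 25 °C | evaluation = percent inhibition versus plate control medians | dosing = single dose, 11.9 µM final nominal, 0.9% final DMSO | also added = substrates ATP, L-methionine and bulk Escherichia coli tRNA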
NRP1-CendR mod: NRP-1/CendR interaction modulation; FAM-RPARPAR peptide binding to NRP-1, fluorescence polarization; inhibition, % at 25 µM; 0.85% of 360,000 active;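 active = inhibition or corrected inhibition above about 18%, plus a signal ratio from 0.5 to 1.5, limit read from the data, passing the limit was not always enough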; also: strong numbers were not always called active
bovine MsrA act: activators of bovine methionine sulfoxide reductase A | 0.3% of 360,000 active | activation, % at 10.6 µM | purified bovine MsrA, absorbance read-out | AID 602163; in the data active = activation above about 7.5%;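 also: 0% = vehicle and 100% = reference activator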
FAS-TE inh: blocks the thioesterase domain of human fatty acid synthase. 0.67% of 360,000 active. recombinant FAS-TE, OMFH fluorogenic substrate, fluorescence endpoint. P49327. AID 602261. inhibition, % at 15 µM;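 active = compounds whose normalised, plate-corrected inhibition of enzyme fluorescence in the single-dose primary screen is 50% or more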;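 also: 0% = DMSO with enzyme and 100% = substrate without enzyme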
* = called active by the depositor; nt = no result given. The order is random; 4% or so of the library scored in one or more.

SMILES	MT1-MMP act inh	SKN-1 inh	E coli Lon inh	MsrA inh	MLLE-PAM2 inh	TbMetRS inhib	NRP1-CendR mod	bovine MsrA act	FAS-TE inh
CCn1nnnc1SCC(=O)N1CCOCC1	-4	9	6	0.8	6	0.6	-10	-4	-7
COc1ccc(C=C(C(=O)c2ccccc2)C(=O)c2ccccc2)cc1	-5	-4	-2	1.5	-3	-0.6	0	-5	15
COc1ccc(CNC2CCSc3ccccc32)cc1OC (centres undefined)	1	17	-4	-1.8	-7	-0.9	-10	-1	-1
CCCC[C@@H]1C[C@H]1[C@@H](NC(=O)c1ccco1)c1ccc(Cl)cc1	-3	4	-4	-0.7	4	0.0	13	4	29
CCOC(=O)Cn1cnc2c(nnn2-c2ccc(OC)cc2)c1=O	-2	5	4	0.5	-2	-0.3	-2	-4	-10
Cc1ccccc1Oc1ccc2c(c1)[C@@H]1C[C@H](N(C)C(=O)c3ccco3)[C@H]([C@H](C)O)C(=O)N1CC2	0	-5	6	-0.5	1	-1.2	-12	-4	-13
CN(C)c1ccc(N=C/C=C2/N(C)c3ccccc3C2(C)C)cc1	-12	20	-6	4.1	-42	0.2	-67	-1	-34
Cc1ccccc1Cn1nc(C)c(NC(=O)C2c3ccccc3Oc3ccccc32)c1C	8	11	5	-0.9	2	0.2	8	-4	1
O=C(NNC(=O)c1ccc(NC(=O)c2ccccc2)cc1)Nc1ccccc1	-1	-9	-3	1.0	-10	-1.3	10	-8	-9
OC1CCCN(Cc2cn(Cc3ccccc3)nc2-c2cc3ccccc3o2)C1 (centres undefined)	7	0	-6	-0.4	4	0.7	-6	-2	6
Cc1nn(-c2ccccc2)c(N2CCCC2)c1/C=N/NC(=O)c1cc2ccccc2cc1O	-10	5	-15	1.6	-51	1.9	-40	-5	-6
COc1ccc(Cc2nnc(NC(=O)c3ccc(F)cc3)s2)cc1OC	5	24	2	0.2	-7	-1.5	5	-3	-5
CCN(CC)S(=O)(=O)c1ccc2[nH]cc(C(=O)NCCc3ccccc3)c(=O)c2c1	-6	-5	0	0.2	4	-1.0	9	0	10
CCCCC(=O)Nc1cc(N(C)C)nc2ccccc12	3	16	0	2.8	8	0.8	2	-8	-3
Cc1cccnc1NC(=O)CNC(=O)c1sc2ccccc2c1Cl	-1	4	3	0.9	-2	-0.4	6	1	-7
Cc1cccc(NC(=O)CN2C(=O)S/C(=C\c3cc(C)n(C)c3C)C2=O)c1	-3	0	7	0.7	-13	0.3	-31	-5	-2
CCOc1ccc(/C=C2\SC(=S)N(Nc3ccccc3)C2=O)cc1OC	4	0	-5	0.7	-2	-0.9	-8	-10	12
COc1ccc2c(c1)[nH]c1c(=O)n(CCN(C)C)cnc12	7	-5	1	0.0	-9	-0.8	1	-8	-9
COc1cccc(=O)c2c(C)oc(C)c12	-16	8	-2	-0.8	2	-0.5	0	-5	-3
COc1ccccc1C(=O)NCCC(=O)Nc1ccc(OC(F)(F)F)cc1	2	5	0	0.1	3	-0.5	-3	0	4
CCOc1cccc(-c2nc3c(s2)CCc2onc(-c4cccc([N+](=O)[O-])c4)c2-3)c1	6	10	5	-0.5	-6	-0.4	13	-2	6
Cc1ccc(CNC(=O)c2cccc(S(C)(=O)=O)c2)cc1	5	8	2	nt	-9	-0.5	-6	1	0
COCCn1c(C)cc(C(=O)COC(=O)CCc2ccc(S(=O)(=O)N3CCOCC3)cc2)c1C	3	-12	9	0.7	1	-0.3	-2	-2	1
CCOC(=O)N1CCN(CC(=O)Nc2ccccc2C(=O)Nc2ccccc2)CC1	-1	-1	-10	-0.6	7	0.0	16	-4	5
c1ccc(Nc2nc(N3CCCCC3)nc(N3CCNCC3)n2)cc1	-10	2	-7	3.6	-3	-0.8	7	-7	-7

(listing goes on)
SMILES	MT1-MMP act inh	SKN-1 inh	E coli Lon inh	MsrA inh	MLLE-PAM2 inh	TbMetRS inhib	NRP1-CendR mod	bovine MsrA act	FAS-TE inh
CC(=O)N1CCN(CC(=O)Nc2ccccc2C(=O)NCc2ccc(C)cc2)CC1	2	11	11	-1.1	5	0.0	0	-1	-2
CCCc1cc(NCCCCO)n2c(nc3ccccc32)c1C#N	1	8	4	2.6	1	0.3	-5	1	-3
CN(CCC#N)C(=O)COC(=O)c1ccc2c(=O)n3c(nc2c1)CCC3	-1	2	6	1.5	9	-0.8	15	-9	-8
CC(C)(C)c1ccc(S(=O)(=O)NCc2ccc(C(=O)NCc3ccccn3)cc2)cc1	-1	6	2	0.1	-4	-0.8	9	-5	0
Cc1ccc(C)c(CSc2nnc(CCN)o2)c1	-2	-14	-6	0.2	-15	-1.1	0	-2	-11
CCN(C(=O)COC(=O)CNC(=O)c1ccc2ccccc2c1)C1CCS(=O)(=O)C1 (centres undefined)	0	0	2	0.2	10	-0.6	-7	-2	0
CC(=O)Nc1ccc(-c2csc(NCCc3ccccc3)n2)cc1	6	14	-24	-0.3	-52	0.5	-4	-2	11
Cc1ccc(NC(=O)CN(C)C(=O)c2n[nH]c(=O)c3ccccc23)cc1	6	-4	-1	-0.1	4	-0.4	2	-9	-8
CC1c2ccccc2N(NC(=O)Cc2ccccc2)C1C (centres undefined)	0	-3	-4	-0.8	-6	0.2	5	0	-6
Cc1ccc(C#N)c(SCc2cc3c(cc2Cl)OCO3)n1	-3	-2	-2	0.2	4	-0.8	0	-6	34
CCc1cccc2c(C#N)cn(CC(=O)NCc3ccco3)c12	9	19	0	0.3	-7	-0.2	0	-1	10
O=C(NCc1ccccn1)c1ccc(Cl)c(S(=O)(=O)Nc2ccccc2C(=O)NCc2ccccn2)c1	-4	-1	-7	-0.5	7	-0.5	4	6	-2
CN1C(=O)c2ccccc2Cc2c(NCc3ccccc3)ncnc21	6	-1	-8	-0.5	-2	0.2	-3	0	-1
O=C(Cn1[nH]c(=O)c2ccccc2c1=O)OCC(=O)c1ccccc1	1	1	-9	-1.6	2	-0.3	5	2	-2
C=CCNC(=S)N/N=C(\C)c1ccc(OC)cc1	4	-1	-1	-0.2	18	-0.2	-7	-4	-2
COc1ccccc1OCCn1cc(/C=N/n2cnnc2)c2ccccc21	2	-1	-6	0.8	4	-0.5	7	-5	-4
O=C(c1sc2ccccc2c1Cl)N(Cc1ccco1)C1CCS(=O)(=O)C1 (centres undefined)	-4	7	-2	0.7	4	-0.8	-6	-3	3
Cc1ccc(N(C)S(=O)(=O)c2ccc3c(c2)NC(=O)C(C)S3)cc1 (centres undefined)	2	-8	-2	-0.3	6	-0.5	-1	-8	7
O=C(CC(=O)NN=C1CCCC1)NCCc1ccccc1	8	-1	2	1.2	-6	0.1	11	-1	-10
COc1ccc2[nH]c(C)c(C(=O)CN3CCc4cc(OC)c(OC)cc4C3)c2c1	3	6	-4	0.4	-18	0.1	-4	-6	-6
O=C(CNC(c1ccccc1)c1ccccc1)Nc1ccccc1-c1ccccc1	-28	-7	4	0.0	2	-0.8	-11	-2	33
Cc1noc(NS(=O)(=O)c2ccc(NC(=O)/C=C/c3ccc(C(C)C)cc3)cc2)c1C	5	9	-5	0.7	-5	0.6	4	-4	2
CCCc1cc(=O)c2ccc(OCC(C)=O)cc2o1	-2	7	7	-0.7	7	-0.4	10	-1	-1
COc1ccc2[nH]c3c(c2c1)CCN1C(=O)C(CC(=O)NCc2ccco2)C[C@H](C(=O)N(C(C)C)C(C)C)[C@@]31C (some centres undefined)	3	6	-5	0.5	0	-0.6	-4	6	-1
CCC(=O)Nc1ccc(-c2nc3ccccc3c(=O)o2)cc1	7	4	-13	0.9	-7	0.1	-7	-3	3

Later entries.
SMILES	MT1-MMP act inh	SKN-1 inh	E coli Lon inh	MsrA inh	MLLE-PAM2 inh	TbMetRS inhib	NRP1-CendR mod	bovine MsrA act	FAS-TE inh
CCOP(=O)(O)c1cccc(OCCOCCOc2cccc(P(=O)(O)OCC)c2)c1	0	-1	-2	0.1	-16	-0.8	-7	-3	-8
COc1ccc(CCNC(=O)CCCN2C(=O)C(c3ccccc3)Oc3cccnc32)cc1OC (centres undefined)	-3	21	8	0.2	-1	0.3	5	-2	-2
O=C(Cn1c2ccc(F)cc2c2nc3n(c(=O)c21)CCS3)NCC1CCCO1 (centres undefined)	2	-1	-5	1.6	4	-0.8	6	-11	-6
O=C(COC(=O)Cc1ccccc1[N+](=O)[O-])NNC(=O)c1ccc([N+](=O)[O-])cc1	1	-1	-1	2.0	11	0.2	20	2	0
O=S(=O)(c1ccccc1)c1nc(-c2ccc(F)cc2)oc1N1CCOCC1	-4	-6	-1	2.0	-6	-0.5	22*	-2	4
O=C(COc1cc2oc(=O)c3c(c2cc1Cl)CCCC3)NCC1CCC(C(=O)O)CC1 (centres undefined)	1	2	-3	1.2	-1	-0.4	6	-1	-5
CC(Sc1ncnc2c1cnn2-c1ccccc1)C(=O)Nc1ccc(N2CCOCC2)cc1 (centres undefined)	-7	9	-4	0.2	6	-0.5	13	-9	-3
COc1cc(NC(=O)Cn2cnc(S(=O)(=O)N3CCCCC3)c2)cc(OC)c1OC	3	13	-10	-0.9	-8	0.7	1	-2	-7
COC(=O)c1nnn(Cc2ccccc2)c1N	1	4	2	0.3	-9	-0.6	8	-4	-10
CCOC(=O)N1CCN(C(=O)C2CCN(S(=O)(=O)N3CCC4(CC3)OCCO4)CC2)CC1	0	0	3	0.0	-7	-0.6	7	-5	-2
CCN(C(=O)CN1c2ccccc2CC1C)c1c(N)n(Cc2ccccc2)c(=O)[nH]c1=O (centres undefined)	-6	4	1	0.1	-2	-0.5	-11	-4	-13
Cc1cccc2c(N=NC(=O)c3ccc(NS(=O)(=O)c4cccs4)cc3)c(O)[nH]c12	0	16	4	2.7	-2	-0.2	-25	0	9
CCCC(=O)Nc1ccc(Br)cn1	2	8	-6	-0.7	-6	-0.1	19	3	-6
O=C(NNC(=O)C1C2C=CC(C2)C1C(=O)O)c1ccccc1O (centres undefined)	-3	5	-1	1.4	-13	-0.9	7	-6	0
CN(CCc1ccccc1)C(=O)c1cccc(NC(=O)Cc2cccc(NC(=O)C3CCCN(C(=O)C4CC4)C3)c2)c1 (centres undefined)	0	13	8	0.2	6	-0.4	11	-1	-5
CCCCNCc1cccn1-c1ccccc1	-5	-2	1	0.2	11	-0.3	2	1	-3
COC(=O)C1OCOC2C(C(=O)OC)OCOC12 (centres undefined)	1	7	-14	0.4	-1	-0.3	-2	-4	-4
CC(C)COP(=O)(OCC(C)C)C(Nc1ccccc1)c1ccc(F)cc1 (centres undefined)	-17	2	-5	-0.5	7	-1.3	0	2	15
O=S(=O)(NN=C1CCCCCCC1)c1ccccc1	1	22	-2	-1.2	10	-0.2	1	0	-1
Nn1c(SCC(=O)NCc2ccccc2)nncc1=O	4	5	5	0.4	34	-0.4	4	-4	-12
COc1ccc2oc(=O)cc(CN3CCOCC3)c2c1	-2	9	-7	0.5	-2	-0.5	-4	-3	-4
